Bioassay records: PubChem, National Center for Advancing Translational Sciences (NCATS)
RORg inh – ROR gamma (mouse) transcription inhibition; Potency, µM (doses to about 53.6 µM), for the others: top-dose activity change, negative = inhibition, most hits filed as inhibitors; 310,000 tested, 5.4% active; Drosophila S2 Gal4-RORgamma UAS-luciferase reporter, 20 h; further: on the % scale 0 is the no-effect control and ±100 the full control effect; nearly all actives have a fitted effect of over 60% in size
Target sequence (P51450 whole entry, looked up, the tested form may be a part): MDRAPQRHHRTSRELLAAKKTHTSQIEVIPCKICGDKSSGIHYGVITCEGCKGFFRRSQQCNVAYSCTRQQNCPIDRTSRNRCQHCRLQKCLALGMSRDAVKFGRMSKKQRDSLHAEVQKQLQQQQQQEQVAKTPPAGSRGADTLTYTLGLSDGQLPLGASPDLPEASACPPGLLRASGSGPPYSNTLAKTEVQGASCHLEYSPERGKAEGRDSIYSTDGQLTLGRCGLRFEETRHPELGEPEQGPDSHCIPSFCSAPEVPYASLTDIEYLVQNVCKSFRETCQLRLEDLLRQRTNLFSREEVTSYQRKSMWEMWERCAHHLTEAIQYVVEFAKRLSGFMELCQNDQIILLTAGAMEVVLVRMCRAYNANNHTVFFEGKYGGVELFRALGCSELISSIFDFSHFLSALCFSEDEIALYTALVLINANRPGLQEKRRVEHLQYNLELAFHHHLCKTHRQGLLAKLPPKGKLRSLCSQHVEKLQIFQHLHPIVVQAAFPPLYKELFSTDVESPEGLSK
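A Gal4/UAS one-hybrid system in insect cells: metallothionein-promoter Gal4–ROR gamma fusion plus Photinus luciferase reporter. Copper sulfate 700 uM final, 20 hr ambient incubation, luminescent detection after 10 min with reagent.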
VP16 counter – inhibits Gal4-VP16 luciferase reporter, ROR gamma counter-screen; Drosophila S2 Gal4-VP16 UAS-luciferase, luminescence, 20 h; Potency, µM (highest dose often 53.6 µM), for inactives: top-dose activity, negative = inhibition, hits mostly inhibitors; 310,000 tested, 3.5% active; AID 2546;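 further: Gal4-VP16 expression switched on by copper sulfate through the metallothionein promoter; on the % scale 0 is the no-effect control and ±100 the full control effect; nearly all actives have a fitted effect of over 50% in size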
BRCA1 expr act – increases BRCA1 expression; 380,000 tested, 1.1% active; AID 624202; Potency, µM (highest dose often 46.1 µM), inactives show at the highest dose activation, most hits filed as activators; MCF7-BRCA1-FFLuc reporter, luminescence, 48 h; response scale: scaled: vehicle 0%, 10 µM genistein 100%; further: nearly all actives have a fitted effect of over 80% in size; some results filed as inactive show a strong effect at the top dose
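Compounds are tested at multiple concentrations on MCF7 BRCA1-luciferase reporter cells seeded at 2000 per well; after 48 h, a single luminescence end-point is taken and curves fitted to the normalized data.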
p53 reactivation – mutant p53 re-activation in reporter cells; H1299 p53-A138V BP100-luciferase reporter, luminescence, 24 h; Potency, µM (top dose mostly 92.2 µM), for inactives: top-dose activity change, positive = activation, most hits filed as activators; 320,000 tested, 0.063% active; AID 504706; further: % of control where 0% means no effect; nearly all actives have a fitted effect of over 45% in size
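p53-null H1299 cells stably carrying temperature-sensitive p53-A138V and a BP100-luciferase reporter were pinned with compounds (4-point, 1:5 series) and held 24 hrs at 37 deg C. Luminescence was read 10 min after detection reagent.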
FLuc modulator – firefly luciferase modulation, counter-screen for miR-21 project; P08659; purified FLuc, Km substrates, luminescence inhibition; Potency, µM (top dose mostly 57.5 µM), without a hit: top-dose activity change, negative = inhibition, usual class: inhibitors; 360,000 tested, 6.9% active;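 further: plate controls were vehicle for no effect and reference inhibitor for full effect; nearly all actives have a fitted effect of over 55% in size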
Target sequence (P08659 whole entry, looked up): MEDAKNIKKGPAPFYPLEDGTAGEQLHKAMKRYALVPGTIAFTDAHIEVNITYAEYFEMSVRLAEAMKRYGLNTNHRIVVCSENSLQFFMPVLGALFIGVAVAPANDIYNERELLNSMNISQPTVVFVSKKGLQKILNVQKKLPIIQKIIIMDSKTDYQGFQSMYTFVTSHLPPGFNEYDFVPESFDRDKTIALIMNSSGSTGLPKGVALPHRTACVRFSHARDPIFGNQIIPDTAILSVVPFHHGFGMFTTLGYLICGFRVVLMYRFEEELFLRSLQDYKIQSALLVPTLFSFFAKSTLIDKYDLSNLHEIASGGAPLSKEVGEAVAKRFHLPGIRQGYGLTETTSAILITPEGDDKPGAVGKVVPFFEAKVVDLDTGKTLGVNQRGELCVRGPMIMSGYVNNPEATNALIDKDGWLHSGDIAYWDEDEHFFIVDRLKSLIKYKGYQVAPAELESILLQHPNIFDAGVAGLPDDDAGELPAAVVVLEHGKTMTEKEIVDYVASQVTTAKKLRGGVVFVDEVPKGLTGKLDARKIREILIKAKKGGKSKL
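Biochemical qHTS of compounds, final roughly 60 µM downward over six points, against 10 nM purified firefly luciferase using Km concentrations of substrates (10 uM D-luciferin, 10 uM ATP) in Tris acetate pH 7.5 buffer; luminescence output.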
Rab9 promoter act – activates the Rab9 promoter. Potency, µM (series often up to 9.22 µM), for the others: top-dose activation, negative = inhibition, hits mostly activators. Huh7 Rab9 promoter-luciferase reporter, luminescence, 24 h. 320,000 tested, 2.8% active. AID 485297; further: % of control where 0% means no effect; nearly all actives have a fitted effect of over 60% in size
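Huh7 cells stably carrying Rab9 promoter–luciferase reporter, plated 1500 cells/well, compound added after 2 h and incubated 24 h at 37 °C; luciferase luminescence then read after 10 min with detection reagent.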
MBNL1-CUG inh – MBNL1-poly(CUG) RNA binding inhibition; TR-FRET MBNL1-His/biotin-(CUG)12 binding, 665/545 ratio; Potency, µM (series often up to 57.5 µM), without a hit: at the top dose activity change, negative = inhibition, usual class: inhibitors; 280,000 tested, 0.036% active; Q9NR56; active means well fitted inhibition curve with a large enough effect in the signal ratio, with a control signal flat, not every such curve was filed as active; inconclusive means small, poorly fitted or top-dose-only effect, or effect the other way, or a change in a side signal; inactive means no such curve, though single readings can be large or run the other way; the % refers to the signal ratio; further: on the % scale 0 is the no-effect control and ±100 the full control effect
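Compound titration spanned 92 nM–58 uM against the MBNL1-His/biotin-(CUG)12 complex. After 60 min at room temperature with 5 nM streptavidin-XL665 and 0.055 ng/ul terbium anti-His, ratiometric 665/545 nm emission (Ex 340 nm) normalized to controls.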
NPC1 prom act – activators of NPC1 promoter; 320,000 tested, 2.4% active; Potency, µM (series often up to 9.22 µM), without a hit: at the highest dose activation, hits mostly activators; Huh7 NPC1 promoter luciferase reporter, 24 h;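 further: % of control where 0% means no effect; nearly all actives have a fitted effect of over 60% in size; reporter is driven by a mutant NPC1 promoter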
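In 1536-well qHTS, Huh7 cells harboring an NPC1 promoter–luciferase construct received compound for 24 h; activation was quantified by luminescence following luciferase reagent addition.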
ELG1 genotox – inducers of genotoxicity in HEK293T ELG1-luciferase cells. HEK293T ELG1-luciferase reporter, luminescence, 16 h. Potency, µM (top dose mostly 46 µM), inactives show at the top dose activity change, positive = activation, actives largely listed as activators. 330,000 tested, 1.3% active; further: % of control where 0% means no effect; nearly all actives have a fitted effect of over 60% in size
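HEK293T cells expressing luciferase-tagged ELG1 were treated with compound or DMSO for 16 hr at 37°C. Luciferase activity was then read after 30 min with ONE-Glo at room temperature; rising signal flags genetic stress.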
uPA generation – inhibitors of cell surface uPA generation. cell surface uPA generation assay, qHTS. Potency, µM (doses to about 38.3 µM), for inactives: at the highest dose activity change, negative = inhibition, usual class: inhibitors. 330,000 tested, 0.31% active; active means well fitted inhibition curve with a large enough effect; inconclusive means small, poorly fitted or top-dose-only effect; inactive means no such curve, though single readings can be large or run the other way; tested in mouse RAW 264.7 cells; further: on the % scale 0 is the no-effect control and ±100 the full control effect; nearly all actives have a fitted effect of over 55% in size
The depositor's hits bear a star; ? = inconclusive; . = not tested or not shown; [ ] = dose if it differs, or a comment. Unless noted, the call rests on the fitted dose curve; in most records, active means well fitted curve in the direction sought with a large enough effect; inconclusive means small, poorly fitted or top-dose-only effect, or another doubt; inactive means no such curve, though single readings can be large; an effect the other way counts as inactive or inconclusive. Potency means the concentration at half of the fitted maximal effect.

SMILES	RORg inh	VP16 counter	BRCA1 expr act	p53 reactivation	FLuc modulator	Rab9 promoter act	MBNL1-CUG inh	NPC1 prom act	ELG1 genotox	uPA generation
Nc1nncn1C(=O)c1cc(Br)ccc1Cl	-16%	?	-23%	3%	0%	-5%	-4%	1%	0%	0%
CCOc1ccc(N2CC(C(=O)N3CCc4ccccc4C3)CC2=O)cc1 (stereo not given)	26%	1%	-3%	-18%	-2%	5%	0%	5%	1%	5%
COc1ccc(OC)c2[nH]c(=O)c(CCNS(=O)(=O)c3ccc(Cl)cc3)cc12	?	-13%	-8%	-6%	1%	3%	-3%	2%	0%	1%
OCCSc1nnc(Nc2ccccc2)s1	-3%	-1%	16%	?	?	-4%	6%	?	15%	3%
COc1cc2ccccc2cc1C(=O)N(CCN(C)C)c1nc2ccc(Br)cc2s1	-22%	-3%	-4%	6%	0%	-3%	2%	0%	-2%	-1%
CCOc1ccc(S(=O)(=O)N2CCC(C(=O)NCc3ccccn3)CC2)cc1C	22%	-1%	-32%	-1%	0%	-1%	-5%	-4%	1%	2%
O=C(NC12CC3CC(CC(C3)C1)C2)c1ccc(COc2ccc(Cl)cc2[N+](=O)[O-])o1	30%	-7%	-74%	2%	-6%	-3%	-1%	-2%	-8%	1%
COCCNC(C)C(=O)Nc1ccc(Br)cc1 (stereo not given)	-1%[10 µM]	2%	27%	2%	0%	-5%	11%	-1%	0%	21%
Cc1cccc(C2c3[nH]c4ccccc4c3CCN2Cc2cccn2-c2ncccn2)c1 (stereo not given)	?	?	-35%	5%	-19%	?	-1%	1%	-6%	1%
Cc1cc(C)c2[nH]c(=O)c(CN(CC3CCCO3)S(=O)(=O)c3ccc4c(c3)OCCO4)cc2c1 (stereo not given)	30%	-7%	0%	-6%	0%	-6%	1%	14%	-8%	5%
CCOc1cc(/C=N/NC(=O)CN(CCc2ccccc2)S(=O)(=O)c2ccc(NC(C)=O)cc2)ccc1O	?	2%	-51%	-8%	-12%	-6%	.	-7%	-4%	-14%
COc1ccc(NC(=O)C2CCCN2C(=O)OCc2ccccc2)cc1 (stereo not given)	-1%	-11%	0%	-5%	-1%	-3%	-6%	0%	0%	3%
C=CC(C)Sc1nc2c(c(=O)n(C)c(=O)n2C)n1Cc1ccccc1Cl (stereo not given)	21%	3%	9%	-5%	1%	-2%	-6%	-1%	-6%	6%
Cc1ccc(S(=O)(=O)N2CC(=O)Nc3ccccc32)c(C)c1NS(C)(=O)=O	17%	-4%	1%	1%	-2%	-2%[1.84 µM]	-3%	-2%	0%	1%
O=C(NCCN1C(=O)S/C(=C\c2ccccc2F)C1=O)C1CCN(S(=O)(=O)c2cccs2)CC1	?	-10%	42%	?	?	-3%	?	-1%	-1%	-1%
CNC(=O)CSc1nnc(-c2cccnc2)n1-c1ccc(C)cc1	-15%	4%	-8%	18%	0%	-3%	5%	-6%	5%	3%
CS(=O)(=O)NC1CCN(Cc2ccccc2)CC1	-17%	-3%	0%	-1%	4%	2%	-3%	-3%	-1%	.
O=C(CSc1nc(-c2ccco2)cc(C(F)(F)F)n1)NCCCN1CCOCC1	15%	-4%	-8%	-5%	0%	-6%	-3%	-4%	2%	0%
COc1ccc(/C=C/C(=O)OCC(=O)NCc2ccco2)c(OC)c1	7%	-3%	-13%	0%	?	-1%	11%	-2%	0%	-3%
CN(C)C(=O)Cn1c(SCC(=O)Nc2ccc3c(c2)OCO3)nc2ccccc21	?	-4%	2%	-8%	2%	1%	2%	0%	-1%	-4%
COc1ccc(C(=O)NNC(=O)CCC(=O)Nc2ccc(C)cc2C)cc1	-16%	11%	-1%	-4%	-16%	-1%	-2%	-4%	-1%	-1%
O=c1c2c3nc4ccccc4nc3n(CC3CCCO3)c2ncn1CCc1ccccc1 (stereo not given)	15%	-3%	-18%	-3%	0%	1%	17%	1%	2%	6%
COc1ccccc1CNC(=O)c1ccc(N2CCOCC2)c([N+](=O)[O-])c1	4%	-13%[10 µM]	-12%	1%	-6%	-1%	?	3%	-8%	18%
COc1nc(Nc2cccc(C(F)(F)F)c2)nc(OC)n1	32%	4%	0%	?	.	19%	-4%	2%	4%	1%

Single records, from the list above. Order of screens: RORg inh	VP16 counter	BRCA1 expr act	p53 reactivation	FLuc modulator	Rab9 promoter act	MBNL1-CUG inh	NPC1 prom act	ELG1 genotox	uPA generation
O=C(CSc1nc(-c2ccco2)cc(C(F)(F)F)n1)NCCCN1CCOCC1 as listed: 15%	-4%	-8%	-5%	0%	-6%	-3%	-4%	2%	0%
COc1ccc(C(=O)NNC(=O)CCC(=O)Nc2ccc(C)cc2C)cc1 as listed: -16%	11%	-1%	-4%	-16%	-1%	-2%	-4%	-1%	-1%
O=c1c2c3nc4ccccc4nc3n(CC3CCCO3)c2ncn1CCc1ccccc1 (stereo not given) as listed: 15%	-3%	-18%	-3%	0%	1%	17%	1%	2%	6%

More structures follow.
SMILES	RORg inh	VP16 counter	BRCA1 expr act	p53 reactivation	FLuc modulator	Rab9 promoter act	MBNL1-CUG inh	NPC1 prom act	ELG1 genotox	uPA generation
COc1ccccc1Oc1nc2c(c(=O)n(Cc3ccccc3F)c(=O)n2C)n1C	2%	1%	-15%	2%	-13%	0%	-14%	0%	-4%	4%
Cc1nccn1CCC(=O)Nc1ccc(Cl)cc1	-8%	-6%[10 µM]	-8%	-3%	5%	-5%	4%	-2%	2%	0%
O=C(Nc1ccc(NC(=O)C2CC2)nc1)c1ccncc1	?	-9%	-8%	12%	-3%	7%	-2%	1%	1%	0%
CC(C)c1ccccc1-n1cc[nH]c1=S	18%	-2%	0%	-2%	-12%	-1%	-1%	1%	0%	5%
CCc1c(C#N)c(N)nc(SCC(=O)OCc2ccccc2)c1C#N	-8%	-13%	-1%	4%	-2%	4%	?	-1%	2%	4%
CCC(C)NC(=O)C(Cc1ccccc1)NS(=O)(=O)c1ccc2c(c1)CCC(=O)N2 (stereo not given)	4%	-10%	3%	7%	1%	1%	-5%	6%	0%	1%
COC(=O)c1ccc(NS(=O)(=O)c2cc(-c3cc(C)no3)ccc2OC)cc1	10%	0%	-42%	-2%	0%	?	-1%	-32%[inhibitor]	2%[9.26 µM]	?
O=C(NCCN1CCOCC1)c1ccc(NS(=O)(=O)c2ccccc2)cc1	-14%	1%	2%	4%	1%	-2%	2%	-2%	-1%	-6%
Cc1cc(C)c(S(=O)(=O)N2CCN(c3ccccn3)CC2)c(C)c1	.	.	-30%	-1%	-2%	-6%	.	-3%	-5%	-4%
Clc1ccc(-c2nnc(CSc3nnc(-c4cccs4)o3)o2)cc1	41%	12%	32%	18%	-27%	-4%	298%[activator]	-3%	1%	3%
O=C(CCN1C(=O)C2C3C=CC(C3)C2C1=O)Nc1ccc(F)cc1 (stereo not given)	19%	-14%	14%	2%	-1%	-12%	0%	0%	-4%	-7%
O=C(Nc1ccccc1)c1ccc(NCc2ccco2)c(S(=O)(=O)N2CCOCC2)c1	?	-7%	-6%	-14%	-6%	-40%[inhibitor]	8%	0%	-1%	6%
CCOC(=O)C1=C(C)N(C)C(C)=C(C(=O)OCC)C1c1ccc(C(=O)OC)cc1	-20%	2%	-42%	-4%	9%	-3%	-1%	-3%	15%	-12%
COc1ccc(C(c2nnnn2C2CCCC2)N2CCN(c3ccccc3)CC2)cc1 (stereo not given)	-5%	-14%	-29%	9%	1%	-1%	-4%	-1%	-7%	-5%
Cc1c(Cl)cccc1NC(=O)CCCn1nc([N+](=O)[O-])cc1C	3%	-6%	-5%	15%	-1%	0%	.	-2%	-2%	0%
Cc1nc(SCc2nc3ccc(Br)cc3[nH]2)c2oc3ccccc3c2n1	.	.	-67%	0%	.	.	.	.	-8%	?
O=C(COC(=O)/C=C/c1cccc(F)c1)Nc1ncccn1	-9%	-6%	0%	3%	0%	-3%	9%	1%	0%	-4%
C/C(=C/CCC(C)(O)C1CC[C@@]2(C)[C@@H]3CC=C4[C@@H](CC[C@H](O[C@H]5O[C@@H](CO)[C@H](O)[C@@H](O)[C@@H]5O)C4(C)C)[C@]3(C)C(=O)C[C@]12C)CO[C@@H]1O[C@H](CO)[C@@H](O)[C@H](O)[C@H]1O (stereo not given in full)	.	.	-8%	4%	.	.	.	.	3%	2%
CC(C)(C)C(=O)Nc1ccc(C(=O)COC(=O)C2CC2)cc1	.	.	95%	?	7.6µM*	3.5µM*	.	?	11%	3%
O=[N+]([O-])c1cccc(/C([O-])=C(/C(=S)Nc2cccc3ccccc23)[n+]2ccccc2)c1	10µM*	?	-40%	-6%	2%	10%	?	0%	-1%	-5%
CCOC(=O)c1sc(NC(=O)Nc2ccccc2Cl)cc1C	?	?	?	?	0.43µM*	0.63µM*	.	0.71µM*	?	?
c1cnc2c(OCc3cn4cccnc4n3)cccc2c1	?	6%	70%	30%	?	23%	?	18%	?	1%
COc1ccc(-c2cc(=O)oc3cc(OCC(=O)N(C)C4CCS(=O)(=O)C4)ccc23)cc1 (stereo not given)	1%	-13%	-2%	-11%	-5%	0%	?	-3%	4%	2%
COc1cc(C(=O)Nc2cccc(-c3cn4cccnc4n3)c2)cc(OC)c1OC	-24%	-1%	-32%	1%	?	6%	?	0%	-10%	3%
COC(=O)Cc1ccc(NC(=S)Nc2cccc(C)n2)cc1	4.5µM*	?	17%	4%	?	-3%	7%	-7%	-4%	.
